NPYLR7 agonist: agonists of mosquito NPYLR7 receptor, primary screen, cell-based, Aedes aegypti, calcium fluorescence, mosquito biting behavior. HEK293T NPYLR7/Galpha15, GCaMP6s calcium fluorescence. hit rate 0.15% among 270,000. activation, % at 10 µM; in the data active = activation above about 40%;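 also: 0% = vehicle and 100% = reference agonist at the receptor; some compounds past the cut are filed as inactive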
mcGAS lum: cyclic GMP-AMP synthase inhibitors, mouse, primary biochemical chemiluminescence; recombinant cGAS, Kinase-Glo ATP depletion luminescence; Q8C6L5; inhibition, % at 12.5 µM; hit rate 0.15% among 160,000;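 also: 0% = negative control wells and 100% = reference inhibitor with no enzyme activity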
hcGAS lum: Primary biochemical luminescence assay for human cyclic GMP-AMP synthase inhibitors; Q8N884; AID 1259398, 2018; hit rate 0.081% among 290,000; recombinant h-cGAS, ATP depletion, Kinase-Glo luminescence; inhibition, % at 12.5 µM;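 also: 0% = vehicle reaction and 100% = reaction without DNA for no activity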
Target sequence (Q8N884 whole entry, looked up): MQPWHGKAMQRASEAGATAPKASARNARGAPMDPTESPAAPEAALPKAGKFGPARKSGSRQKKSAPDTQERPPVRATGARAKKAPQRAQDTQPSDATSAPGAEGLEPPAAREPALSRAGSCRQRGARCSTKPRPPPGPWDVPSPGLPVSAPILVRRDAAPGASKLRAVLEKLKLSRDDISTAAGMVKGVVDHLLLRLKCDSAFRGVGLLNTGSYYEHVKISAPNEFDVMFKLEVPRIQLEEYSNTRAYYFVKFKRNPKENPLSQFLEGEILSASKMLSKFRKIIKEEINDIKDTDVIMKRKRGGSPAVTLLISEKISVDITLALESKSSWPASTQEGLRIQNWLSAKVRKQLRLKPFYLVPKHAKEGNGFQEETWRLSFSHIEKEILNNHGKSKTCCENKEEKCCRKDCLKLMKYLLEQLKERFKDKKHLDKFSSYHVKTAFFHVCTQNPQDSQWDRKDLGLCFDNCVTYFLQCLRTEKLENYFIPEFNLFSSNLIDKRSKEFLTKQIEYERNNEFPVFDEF
* hit, by the source's call; . = no result given; & = joins results of further samples. Rule as the data show it, unless noted: active = inhibition above about 40%; inactive = the rest.

Structure	NPYLR7 agonist	mcGAS lum	hcGAS lum
COc1ccc2c(c1)CCc1cc(CCC(=O)NCCC#N)n(-c3ccc4ncsc4c3)c1-2	25	-6	-1
COc1cccc(C(=O)N2CCCC(C(=O)NC3CCCC[C@H]3NC(=O)c3ccccc3)C2)c1 (some centres undefined)	13	-5	-3
O=c1c2cnc3nc(-c4ccccc4)nn3c2ccn1CCCN1CCOCC1	2	.	-9
C/C=C(\C)C(=O)N1CCN(c2cc(S(=O)(=O)N3CCCC(C)C3)ccc2OC)CC1 (centres undefined)	27	-9	-7
Cc1cc(C(=O)N2CC(c3ccncc3)C2)n[nH]1	-1	.	2
O=C(CSc1nnc(-c2cccc(Cl)c2)o1)NCC1CCCCC1	15	.	-6
O=C1NCCN1CCNCc1nc(-c2ccco2)no1	5	-16	-6
CCN1CCCC(NS(=O)(=O)c2cc(Br)ccc2OC)C1 (centres undefined)	4	.	-2
c1ccc(-n2ncc(CN3CCOc4ccccc43)n2)cc1	11	.	-7
O=[N+]([O-])c1ccc(NC(=S)N2CCn3cccc3C2c2ccncc2)cc1 (centres undefined)	-5	.	-5
CN(CC1CCN(CCc2cccc(C(F)(F)F)c2)CC1)C(=O)/C=C/c1cccnc1	16	-11	-7
COc1ccc2c(c1)C(C(=O)O)=CC(C)(C)CO2	2	-8	6
OC(Cn1cnnc1)c1ccccc1 (centres undefined)	9	.	-6
Cc1ccc(C2(O)CCN(C(=O)c3ccc(-c4ncn[nH]4)cc3)CC2)nc1	2	.	3
CN(C)CC1(O)CCCN(CCS(=O)(=O)c2ccccc2)CC1 (centres undefined)	7	-12	-3
O=C(Cn1c(=O)n(Cc2ccc(F)cc2)c(=O)c2nccnc21)N1CCN(c2ccc(F)cc2)CC1	-5	-5	-5
CCCCN(Cc1ccco1)C(=O)c1cc2n(n1)CCN(C(C)=O)C2	7	-8	-4
O=C(CCC1CCCN(C(=O)c2noc3c2CCCC3)C1)N1CCN(c2ccccn2)CC1 (centres undefined)	-2	-12	1
FC(F)(F)c1ccc2c(c1)nc(-c1ccc(Cl)cc1)c1nccn12	-13	.	1
CCOC(=O)c1c(NC(=O)c2c(-c3ccccc3)noc2C)sc2c1CCC2	14	-4	-12
Cc1nc(C)c(C(=O)Nc2c(C)nc3scc(C)n3c2=O)s1	4	1	0
CC(C)(C)c1cc(C(=O)NCC(C)(C)C2CCCCO2)no1 (centres undefined)	2&-14	-7	-8&-2
O=C(c1ccc(CN2CCS(=O)(=O)CC2)cc1)N1C[C@H]2CC=CC[C@H]2C1	18	-17	-9
COc1ccc(N2CC(O)(c3ccc([N+](=O)[O-])cc3)[N+]3=C2SCCC3)cc1 (centres undefined)	1	.	-6
Cc1ccc(C)c(CSc2nncn3c2cc2occc23)c1	4	.	-2
COCCN(CC(=O)N1CCc2sccc2C1COc1cccc(OC)c1)C(=O)c1ccc(OC)cc1 (centres undefined)	-1	-5	-3
COc1ccccc1NC(=O)Cn1cc(OC)c(=O)cc1CSc1ncccn1	-7	-8	-5
Cc1nc(Nc2ccc(NC(=O)Nc3ccccc3C(F)(F)F)cc2)cc(OC(C)C)n1	-5	.	3
CC(C)=CCC/C(C)=C/COc1ccc2ccc(=O)oc2c1	3	.	-4
O=C(N/N=C/c1cccnc1)C1=NNC(c2ccccc2)(c2ccccc2)C1	-9	-4	-6
COc1cc(C)ccc1S(=O)(=O)Nc1cc(Cl)ccc1C(=O)NCc1ccccc1	5	-5	-5
CCOC(=O)N1CCN(c2nc(Nc3ccccc3)c3nccnc3n2)CC1	5	.	-4
CCCCCc1ccc(C(=O)N2CCN(C(=O)CSc3nnc(-c4ccco4)n3-c3ccc(OC)cc3)CC2C)cc1 (centres undefined)	.	-5	-10
CCc1c(C)nn(-c2ccc(C(=O)N3CCC(NC(=O)OC(C)(C)C)C3)cc2)c1C (centres undefined)	9	-4	-1
COCCCN(CC(=O)N(Cc1ccc2c(c1)OCO2)Cc1cccs1)S(=O)(=O)c1cccc2cccnc12	-10	-4	-7
CSc1ccc(CN(C(=O)c2ccc(C(C)=O)s2)C2CC2)cc1	12	.	-10

Single entries from the list:
Value for CSc1ccc(CN(C(=O)c2ccc(C(C)=O)s2)C2CC2)cc1 in NPYLR7 agonist: 12
Value for COCCN(CC(=O)N1CCc2sccc2C1COc1cccc(OC)c1)C(=O)c1ccc(OC)cc1 (centres undefined) in mcGAS lum: -5

(further entries)
Structure	NPYLR7 agonist	mcGAS lum	hcGAS lum
O=C(CNCCN1CCCC1)N1CCc2sccc2C1COc1ccc(F)cc1 (centres undefined)	26	.	-1
CCCn1cc(C2CCN(C(=O)COC(C)=O)CC2)c2ccccc21	-16	2	-1
COc1ccc(C(=O)C2CCCN(Cc3ccc(C#CCCO)cc3)C2)cc1F (centres undefined)	-7	-1	7
CSc1nc(C(=O)N2CCCC(Nc3ccc(F)cc3)C2)cs1 (centres undefined)	1	.	-9
COc1ccccc1-c1noc(CCC(=O)NC2CCCc3ccccc32)n1 (centres undefined)	.	-10	-6
CCOC1=NN(c2ccc([N+](=O)[O-])cc2)C(=O)/C1=C\c1cccc([N+](=O)[O-])c1	-2	-9	-8
C=C(C)COc1ccccc1C(=O)NCCNS(C)(=O)=O	-1	.	-8
COc1ccc(N2C(=O)c3ccc(-c4nc5cc(Cl)ccc5c(=O)o4)cc3C2=O)cc1	-6	-5	-8
O=C(COc1ccc2ccccc2c1)NCc1cc(-c2cc3ccccc3o2)on1	4	-1	-3
C=CCOc1cccc(C(=O)N2CCC3(CC2)CC3C(=O)N2CCN(c3ccccc3)CC2)c1 (centres undefined)	13	-9	-9
CCc1nnc(CN2CCOc3c(O)cc(-c4ccccc4C)cc3C2)o1	-2	-10	-2
COc1cc(CCC(=O)N2CCN(C(=O)c3ccccc3)CC2)ccc1C	0	-12	-5

Three neighbouring entries from above:
Structure	NPYLR7 agonist	mcGAS lum	hcGAS lum
O=C(CNCCN1CCCC1)N1CCc2sccc2C1COc1ccc(F)cc1 (centres undefined)	26	.	-1
CCCn1cc(C2CCN(C(=O)COC(C)=O)CC2)c2ccccc21	-16	2	-1
COc1ccc(C(=O)C2CCCN(Cc3ccc(C#CCCO)cc3)C2)cc1F (centres undefined)	-7	-1	7

Next section
Structure	NPYLR7 agonist	mcGAS lum	hcGAS lum
CS(=O)(=O)c1cccc2sc(Cl)nc12	1	.	-8
O=C(c1ccc(CN2CCCCC2)cc1)N1CCCC1Cn1cccn1 (centres undefined)	9	.	-2
O=[N+]([O-])c1cc(S(=O)(=O)N2CCCC2)ccc1NC1CCS(=O)(=O)C1 (centres undefined)	18	.	-4
CC(C)C(N)c1ncnn1C (centres undefined)	2	-7	-5
CCOc1ccc2nc(N3CCCC(C(=O)NCc4cccs4)C3)nc(C)c2c1 (centres undefined)	17	-9	-2
CCN(C(=O)c1cnc2scc(C)n2c1=O)c1ccccc1	3	-9	-4
CCn1ncnc1C(C)NC(=O)CN1CCOc2ccccc2C1 (centres undefined)	5	-8	-4
COC(=O)c1ccc(C(C)N(C)C)o1 (centres undefined)	0	.	1
CCC(CC)C(=O)Nc1nnc(SCc2cc(=O)c(OC(=O)c3cc4ccccc4o3)co2)s1	0	-4	-5
CCN(C(=O)c1cccc(NC(=O)[C@@H]2CCC(=O)N2)c1)c1ccccc1	0	.	-5
Cn1cc(C(=O)N2CCCC(CO)C2)c2ccccc21 (centres undefined)	1	.	-10
Cc1[nH]cnc1CN(C)CCCC1CCCO1 (centres undefined)	.	-17	-4
O=C(CCC1CCN(C(=O)c2cc(C3CC3)[nH]n2)CC1)N1CCC(Cc2ccccc2)CC1	8	-11	-11
CN1CCC2(CCN(C(=O)CCC(=O)Nc3cccc(O)c3)CC2)C1	3	-16	-3
COc1cccc(Cc2nsc(N3CCCC(C(=O)N4CCN(C/C=C/c5ccccc5)CC4)C3)n2)c1 (centres undefined)	-8	-6	-19
O=C(Cc1ccccc1)NC[C@@H]1CCNC[C@H]1O	0	-17	-3
CS(=O)(=O)c1cc(C(=O)NC2CCCCC2)ccc1Cl	-9	.	-2
Cc1cc(OCC(=O)NNC(=O)c2ccccc2)cc(C)c1Cl	11	.	-1
Cc1nn(-c2nc(C)c(C)c(=O)[nH]2)c(C)c1CCC(=O)NCC1CCCO1 (centres undefined)	13	.	-8
Cc1ccc(C(=O)Nn2cnc3c(cnn3-c3ccccc3)c2=O)cc1	4	.	-16
Cc1ccc2c(c1)CN(C(=O)CCOc1ccccc1)CC(c1ccsc1)O2 (centres undefined)	3	-2	-2
CC(C)c1ccc(NC(=O)c2cc3n(n2)CCN(Cc2ccc(C(F)(F)F)cc2)C3=O)cc1	17	-5	0
Cc1ccc(-c2ccc(=O)n(CCCNC(=O)c3ccc(F)cc3)n2)cc1	-3	.	-3
COc1cccc(CO[C@]2(C(=O)NCCN(C)C)CC(OCc3ccc(C(F)(F)F)cc3)[C@@H]3OC(C)(C)O[C@@H]3C2)c1 (some centres undefined)	26	-4	-5

Quoted at random: 4 records from the list, in no set order.
Structure	NPYLR7 agonist	mcGAS lum	hcGAS lum
Cc1cc(OCC(=O)NNC(=O)c2ccccc2)cc(C)c1Cl	11	.	-1
COc1cccc(CO[C@]2(C(=O)NCCN(C)C)CC(OCc3ccc(C(F)(F)F)cc3)[C@@H]3OC(C)(C)O[C@@H]3C2)c1 (some centres undefined)	26	-4	-5
Cc1ccc(-c2ccc(=O)n(CCCNC(=O)c3ccc(F)cc3)n2)cc1	-3	.	-3
CN1CCC2(CCN(C(=O)CCC(=O)Nc3cccc(O)c3)CC2)C1	3	-16	-3

Continuation:
| Structure | NPYLR7 agonist | mcGAS lum | hcGAS lum |
| --- | --- | --- | --- |
| CC1(C(=O)NCc2ccco2)CCN1C(=O)C/C=C/c1ccccc1 (centres undefined) | -4 | -5 | -7 |
| O=C(NCc1nc2ccccc2n1CCCCOc1ccccc1Cl)c1ccco1 | -5 | . | 2 |
| CSCc1nc2sc(C(=O)NC3CCOc4ccccc43)c(C)c2c(=O)[nH]1 (centres undefined) | 20 | . | 0 |
| Cc1nc(C)c(C(=O)N2C[C@H]3OC(=O)N(CCN4CCCCC4)[C@H]3C2)s1 | 14 | . | -5 |
| Cc1cccc(OCc2nc(CN(CCN(C)C)C(=O)c3ccccc3F)cs2)c1C | 11 | -3 | -5 |
| COCCNC(=O)Cn1nc2c(c1NC(C)=O)CSC2 | -4 | -4 | -6 |
| CCOC(=O)C1(Cc2ccccc2C)CCCN(C(=O)c2cn3cc(C)ccc3n2)C1 (centres undefined) | -7 | -5 | -3 |
| NC(=O)NS(=O)(=O)c1ccc(NC=C2C(=O)OC3(CCCCC3)OC2=O)cc1 | 6 | -8 | -3 |
| Cc1cc(N2CCN(C(=O)c3ccc(Br)cc3)CC2)nc(-c2cccc(F)c2)n1 | 5 | -4 | 12 |
| O=C(CCn1ncc(=O)c2ccccc21)OCc1ccno1 | 6 | . | -4 |
| COCCCN(CC(=O)N(CCc1c[nH]c2ccccc12)Cc1ccc(F)cc1)C(=O)NCc1ccccc1 | . | 1 | 4 |
| CCOC(=O)c1sc(NC(=O)c2ccncc2)c(C(=O)OCC)c1C | 2 | -2 | -1 |
| O=C(NC1CCCC1)C1CCCN(S(=O)(=O)N2CCCCC2)C1 (centres undefined) | 1 | . | -7 |
| Cc1nc(CNC(C)CCn2ccnc2C)cs1 (centres undefined) | 3 | -9 | -7 |
| CCCN(C)c1nc(SCc2cccc(C(=O)NC3CC3)c2)nc(C)c1C | -3 | -5 | -5 |
| CC(C)n1cc(C(=O)N2CCNCC2)c2nn(-c3ccccc3)c(=O)c-2c1 | -2 | . | -5 |
| CC[C@H](C)C(=O)N1CCC2(CCN(C)C2=O)CC1 | 11 | . | -3 |
| CCN(CC)C(=O)Oc1ccc2c(ccn2Cc2ccccc2I)c1-c1ccc(F)c(F)c1 | 25 | -6 | -3 |
| COC(C)(C)CNS(=O)(=O)c1c(F)cccc1Br | 11 | . | 4 |
| CCN(Cc1nc(C(C)(C)C)no1)c1cccc(F)c1 | 3 | . | -6 |
| C=CCN(Cc1ccc(Cl)s1)S(=O)(=O)c1ccc2[nH]c(=O)[nH]c(=O)c2c1 | 21 | -16 | -8 |
| Cc1ccc(C(=O)N2CC(C)OC(C)C2)c(C2CCN(C(=O)CC(C)C)CC2)n1 (centres undefined) | -10 | . | 4 |
| O=C(N1CCCC1)C12CC3CC(CC(C3)C1)C2 | 4 | . | -6 |
| CC(=O)N1N=C(c2ccc(Cl)cc2)CC1c1ccc2nccnc2c1 (centres undefined) | 4 | -9 | -7 |
| COc1ccc(OCCNC(=O)c2cc(-c3ccc4c(c3)OCO4)nc3ccccc23)cc1 | 7 | -5 | -3 |
| CCCCn1cc(S(=O)(=O)c2ccc(OC)cc2)c(=O)c2cc(F)c(N3CCCC3)cc21 | -3 | -8 | -6 |
| O=C(c1cccc(OCc2cccnc2)c1)N1CCC(N2CCOCC2)C1 (centres undefined) | -1 | . | 0 |
| COc1ccccc1N1CCN(C(=O)C[C@@H]2CCNC[C@@H]2Cc2cc(C(C)(C)C)on2)CC1 | -9 | -3 | -1 |
| COCCCn1c(CN2CCN(C(C)C)CC2)cnc1S(=O)(=O)C1CCCC1 | 17 | . | -4 |
| Cc1nn(-c2ccc(F)cc2)c2nc(CCC(C)C)nc(N3CCCN(C(=O)CSc4ccccc4)CC3)c12 | 12 | -5 | -3 |
| O=C1OCCC1N1CCN(S(=O)(=O)c2ccc([N+](=O)[O-])cc2)CC1 (centres undefined) | 2 | . | -7 |
| O=C(c1ccco1)N1CCCC(NS(=O)(=O)NCc2ccccc2)C1 (centres undefined) | 6 | . | -4 |
| Fc1ccc(C2CCN(C(=S)Nc3cccc(C(F)(F)F)c3)CC2)cc1 | 30 | -4 | -7 |

Assay outcomes from PubChem BioAssay.
